S-ASM inh: inhibitors of human secretory acid sphingomyelinase | P17405 | 340,000 tested, 0.006% active | Potency, µM (series often up to 57.5 µM), inactives show at the top dose activity change, negative = inhibition, actives largely listed as inhibitors | placental ASM, HMU-PC fluorogenic substrate, 60 min; further: potency means the concentration at half of the fitted maximal effect
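HMU-PC0 cleavage (9 uM final) by human placental ASM, 60 min at 37 °C following 10 min compound exposure at RT; stopped at pH 10, fluorescence Ex 386/Em 447 nm.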
PTAP TSG101 blk: blocks PTAP/TSG101 interaction to inhibit HIV-1 budding. Fluorescence polarization, FITC-PTAP peptide / Tsg101 binding. Potency, µM (series often up to 115 µM), for the others: at the highest dose activity change, negative = inhibition, actives largely listed as inhibitors. 340,000 tested, under 10 active; active means well fitted inhibition curve with a large enough effect in the main read-out, with a control signal flat, not every such curve was filed as active; inconclusive means small, poorly fitted or top-dose-only effect, or effect the other way, or a change in a side signal; inactive means no such curve, though single readings can be large or run the other way; further: potency means the concentration at half of the fitted maximal effect; % of control where 0% means no effect
Target sequence (Q99816 whole entry, looked up): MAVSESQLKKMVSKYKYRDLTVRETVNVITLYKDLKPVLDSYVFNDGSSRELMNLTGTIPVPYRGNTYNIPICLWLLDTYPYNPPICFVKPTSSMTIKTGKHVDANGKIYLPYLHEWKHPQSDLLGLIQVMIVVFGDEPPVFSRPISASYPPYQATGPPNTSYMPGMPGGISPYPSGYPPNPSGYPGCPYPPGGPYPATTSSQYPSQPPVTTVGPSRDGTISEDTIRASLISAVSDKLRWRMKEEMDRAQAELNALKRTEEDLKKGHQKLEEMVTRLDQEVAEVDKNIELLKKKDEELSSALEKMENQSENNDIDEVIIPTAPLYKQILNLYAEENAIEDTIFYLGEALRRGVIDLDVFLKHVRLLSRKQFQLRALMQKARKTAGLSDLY
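Tsg101 binding domain (10 uM final) was mixed with compound and a FITC-labeled PTAP peptide (50 nM final) in HEPES pH 7.5 buffer with NaCl, Tween 20, EDTA and TCEP; fluorescence polarization was read after 20 min at r.t.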
BCR signal inh: inhibitors of chronic active B-cell receptor signaling; ABC-DLBCL IkBa-CBG/CBR reporter, luminescence ratio, 4 h; Potency, µM (doses to about 46.1 µM), without a hit: at the highest dose ratio change, negative = lower green/red ratio, usual class: inhibitors; 340,000 tested, 0.05% active; AID 493014; active means well fitted inhibition curve with a large enough effect in the signal ratio, with a control signal flat, not every such curve was filed as active; inconclusive means small, poorly fitted or top-dose-only effect, or effect the other way, or a change in a side signal; the % refers to the signal ratio;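 further: potency means the concentration at half of the fitted maximal effect; plate controls were basal doxycycline-induced cells for no effect and cells given 10 µM MG132 for full effect; MG132 reads +100%, hits lower the ratio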
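Cell line TMD8 (human ABC DLBCL), stably expressing tet-inducible CBG68-IkBa fusion and CBR; IMDM/0.5% FBS; cpd up to 46 uM; dox induction, 4 h, 37C/5% CO2; dual luminescence; green/red ratio; MG132 control.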
TCR activator: activates T cell receptor signaling. primary human leukocytes, anti-CD3, IL-2 HTRF, 48 h. Potency, µM (titrated, usually from 9.22 µM), for inactives: at the highest dose activation of IL-2 secretion, actives largely listed as activators. 330,000 tested, under 10 active; further: % of control where 0% means no effect
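IL-2 release read by HTRF sandwich (Eu cryptate donor, d2 acceptor, 665 nm emission) after 48 hr exposure of primary human leukocytes to compound together with anti-CD3 beads in the absence of co-stimulatory signals.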
ELG1 repair inh: ELG1-dependent DNA repair inhibition; HEK293T ELG1-luciferase reporter, luminescence, 16 h; DNA damage induced by 5-fluorouridine; Potency, µM (highest dose often 46.1 µM), for inactives: at the highest dose activity change, negative = inhibition, actives largely listed as inhibitors; 330,000 tested, 2.3% active; AID 504467; further: potency means the concentration at half of the fitted maximal effect; on the % scale 0 is the no-effect control and ±100 the full control effect; nearly all actives have a fitted effect of over 55% in size
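Overnight (16 hr) co-exposure of 2,000 cells/well to 5-fluorouridine and compound at 37 °C preceded detection. Luciferase was quantified via ONE-Glo luminescence; loss of signal denotes inhibition.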
Tb PFK block: blocks T. brucei phosphofructokinase; O15648; T. brucei PFK, ADP-Glo luminescence; Potency, µM (titrated, usually from 57.5 µM), for the others: at the top dose activity, negative = inhibition, actives largely listed as inhibitors; 330,000 tested, 0.17% active; AID 485367;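 further: potency means the concentration at half of the fitted maximal effect; 0% = uninhibited 1x PFK enzyme wells and -100% = no-enzyme wells; nearly all actives have a fitted effect of over 60% in size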
Target sequence (O15648 whole entry, looked up): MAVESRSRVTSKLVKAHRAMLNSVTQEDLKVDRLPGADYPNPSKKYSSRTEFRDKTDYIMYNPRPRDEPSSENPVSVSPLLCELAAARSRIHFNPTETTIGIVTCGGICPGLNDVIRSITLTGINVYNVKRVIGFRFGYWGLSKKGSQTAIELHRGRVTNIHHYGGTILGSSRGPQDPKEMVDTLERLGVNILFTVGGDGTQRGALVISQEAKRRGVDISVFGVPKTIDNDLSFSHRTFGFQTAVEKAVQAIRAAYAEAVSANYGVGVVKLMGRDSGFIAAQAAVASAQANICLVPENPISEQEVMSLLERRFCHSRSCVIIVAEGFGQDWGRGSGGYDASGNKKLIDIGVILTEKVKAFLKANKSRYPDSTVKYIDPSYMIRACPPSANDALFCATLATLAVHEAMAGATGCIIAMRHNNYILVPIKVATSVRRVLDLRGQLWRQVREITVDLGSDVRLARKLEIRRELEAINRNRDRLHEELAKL
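Luminescent ADP detection (ADP-Glo, two-step: ATP depletion then ADP-to-ATP conversion for luciferase) reported PFK activity after 45 min room-temperature reaction of 1.25 nM enzyme with 0.5 mM F6P and 0.1 mM ATP at pH 8.0.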
Mito fusion yeast: blocks mitochondrial division or promotes mitochondrial fusion; S. cerevisiae fusion-defective mutant growth rescue, CellTiterGlo 48 h; Potency, µM (highest dose often 46.1 µM), without a hit: at the top dose growth rescue (activation), most hits filed as activators; 320,000 tested, 0.23% active; AID 485298;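 further: potency means the concentration at half of the fitted maximal effect; % of control where 0% means no effect; nearly all actives have a fitted effect of over 45% in size; temperature-sensitive fusion mutants such as fzo1-1 at 37 °C on non-fermentable ethanol glycerol medium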
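S. cerevisiae fusion-defective temperature-sensitive mutants (e.g. fzo1-1, mgm1-5) grown 48 h at 37C in YPEG (ethanol/glycerol non-fermentable) medium with 23 nl compound per well; growth rescue read as CellTiterGlo luminescence.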
Eya2 inh: blocks the phosphatase activity of human Eya2; O00167; recombinant Eya2, OMFP fluorescence dephosphorylation (OMFP is methylfluorescein phosphate); Potency, µM (highest dose often 76.9 µM), for the others: at the top dose activity, negative = inhibition, usual class: inhibitors; 330,000 tested, 0.006% active; further: potency means the concentration at half of the fitted maximal effect; on the % scale 0 is the no-effect control and ±100 the full control effect
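Eya2 protein (added as 0.2 uM solution) was preincubated with compound for 10 min at ambient temperature in 50 mM HEPES pH 7.5, 50 mM NaCl, 5 uM MgCl2, 0.05% BSA, 1 mM DTT. OMFP (added at 50 uM) then reacted 10 min; fluorescence read at 485/525 nm.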
AT treatment: potential ataxia-telangiectasia treatments restoring KAP-1 phosphorylation | 320,000 tested, 0.19% active | […] A-T fibroblasts, KAP-1 phosphorylation AlphaLISA; neocarzinostatin DNA damage 30 min before lysis | Potency, µM (titrated, usually from 57.5 µM), inactives show at the highest dose activation, usual class: activators; further: potency means the concentration at half of the fitted maximal effect; % of control where 0% means no effect; nearly all actives have a fitted effect of over 45% in size
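hTERT-immortalized A-T patient fibroblasts ([…]), 500 cells/well in OPTI-MEM, 1% FBS, got compounds for 60 min, then NCS for 30 min at 37C. Lysates were then assayed for phospho-KAP-1 by AlphaLISA (anti-pKAP1 donor, anti-KAP1 acceptor beads), 6 hr at 25C.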
TSHR antag: antagonists of human thyroid stimulating hormone receptor; 330,000 tested, 0.2% active; TSHR-expressing cells, TSH-stimulated cAMP HTRF, 2 h; hits give low values; P16473; activity change, negative = inhibition, % at 11.5 µM;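 active means activity change below a set negative limit, meaning inhibition stronger than a set level, cut at about -70% in these data; inconclusive means activity change between two set negative limits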; further: on the % scale 0 is the no-effect control and ±100 the full control effect
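TSHR-expressing cells were treated with compounds, then stimulated with TSH at EC80 (4nM final) for 2 hours at 37 deg C. Cellular cAMP was measured by HTRF competition between lysate cAMP and cAMP-d2 for a cryptate-labelled anti-cAMP antibody.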
a7 integrin act: integrin-mediated muscular dystrophy alleviation activation; Potency, µM (doses to about 38.3 µM), for inactives: top-dose activation, hits mostly activators; alpha7betagal myoblasts, beta-gal FDG fluorescence, 48 h; 350,000 tested, 0.064% active;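 further: potency means the concentration at half of the fitted maximal effect; 100% = response of the positive control SU9516; nearly all actives have a fitted effect of over 60% in size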
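alpha7betagal+/- myoblasts (passage 13, 250/well) treated 48 h at 37C with compounds at 1:260 dilution of DMSO stock. Lysed, then beta-galactosidase activity read as FDG fluorescence (ex 480/em 540) after 30 min, with pre-read for autofluorescence.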
Numbers without * were called inactive; u = inconclusive; x = not tested or not shown; [ ] = remark or other dose. Unless noted, the call rests on the fitted dose curve; in most records, active means well fitted curve in the direction sought with a large enough effect; inconclusive means small, poorly fitted or top-dose-only effect, or another doubt; inactive means no such curve, though single readings can be large; an effect the other way counts as inactive or inconclusive.

SMILES	S-ASM inh	PTAP TSG101 blk	BCR signal inh	TCR activator	ELG1 repair inh	Tb PFK block	Mito fusion yeast	Eya2 inh	AT treatment	TSHR antag	a7 integrin act
COc1ccc(N=C2SC(C(=O)Nc3ccc(OC)cc3)CC(=O)N2CCN2CCOCC2)cc1 (centres undefined)	1%	-8%	0%	-3%[46.1 µM]	4%	1%	-16%	11%	1%	-8	11%
COc1ccc(COC(=O)N/N=C(\C)CC(=O)NCc2ccc(Cl)cc2)cc1	-3%	-3%	0%	-3%	-5%	-11%	-3%	-6%	0%	9	-9%
CCOC(=O)c1ccc(N2C(=O)CC(N3CCOCC3)C2=O)cc1 (centres undefined)	3%	-7%	-1%	-1%	-5%	0%	-7%	17%	3%	-6	8%
NC(=O)CC(NC(=O)c1ccccc1)c1ccc(NCCCN2CCCC2=O)c([N+](=O)[O-])c1 (centres undefined)	-5%	-3%	0%	-2%	6%	-15%	-6%	-6%	-18%	4	-10%
CC(C)C(c1nnnn1Cc1ccco1)N1CCC(C(N)=O)CC1 (centres undefined)	-3%	2%	11%	2%[46.1 µM]	-2%	-3%	0%	0%	2%	0	1%
CN(C)CC(NC(=O)c1cccc(S(=O)(=O)Nc2ccc3c(c2)OCO3)c1)c1ccccc1 (centres undefined)	5%	-7%	4%	-4%	25%	-3%	-2%	-11%	-11%	-5	-8%
CCCc1cc(-c2n[nH]c(C)c2-c2ccc(C(=O)OCC)o2)c(O)cc1O	-13%	-3%	u	-5%	u	-2%	-7%	-32%	-12%	4	-4%
CN(CC(=O)Nc1ccc(F)c(F)c1F)C(=O)c1ccc(-n2cncn2)cc1	5%	-9%	u	-5%	-1%	0%	-1%	8%	1%	27	0%
CC(C)(C)C(=O)NCCCNc1ccc([N+](=O)[O-])cc1	-10%	1%	-11%	11%	20%	-15%	-3%	2%	1%	18	5%
O=C(NCC1CCCO1)c1ccc(Cl)c(F)c1F (centres undefined)	4%	0%	-11%	1%	17%	4%	-2%	12%	0%	1	4%
CCOC(=O)CC(c1ccc([N+](=O)[O-])cc1)n1c(C)ccc1C (centres undefined)	-2%	-2%	1%	-2%	u	-5%	6%	4%	1%	4	-54%[inhibitor]
O=C(NCCOc1ccccc1F)C1CCC(=O)N(CC2CCCCC2)C1 (centres undefined)	-1%	-4%	11%	1%	7%	-9%	-1%	-26%	-16%	2	-32%
CC1=C(C(=O)Nc2ccc(F)c(F)c2)C(c2cccs2)NC(=S)N1 (centres undefined)	3%	-1%	5%	0%[46.1 µM]	1%	-5%	-1%	9%	3%	-4	-4%
CCN1C=C(Cc2ccc(OC)cc2)C2=C(C1)C(c1ccc(OC)cc1)C(C#N)=C(N)O2 (centres undefined)	8%	0%	u	-10%	21µM*	-1%	9%	17%	-3%	-2	-32%
CCN(CC(=O)NCc1cccs1)C(=O)c1ccc(S(=O)(=O)Nc2ccccc2F)cc1	-1%	1%	-1%	6%	3%	0%	-1%	-19%	-10%	5	2%
C/C(=C\C(=O)c1ccccc1)Nc1ccc(N2CCOCC2)cc1	-2%	2%	2%	5%	u	0%	1%	1%	x	-13	10%
O=C(COc1ccc(Cl)cc1)NCc1ccncc1	3%	-1%	-2%	x	-4%	-11%	-7%	10%	4%	16	17%
Cc1cccc(NC(=O)Cn2cnc3ccccc3c2=O)c1C	3%	-3%	x	-8%	x	x	-6%	x	x	x	19%
COCCN1C(=O)/C(=C/c2ccc(N3CCCC3)cc2)SC1=S	-4%	u	2%	0%	18%	-2%	1%	24%	3%	-13	-2%
O=C(NC1CCS(=O)(=O)C1)OC1CCCCC1 (centres undefined)	-3%	-2%	0%	-2%[46.1 µM]	3%	0%	2%	-8%	-6%	-7	4%
Cc1ccc(-n2ncc3c(NNC(=O)c4ccco4)ncnc32)c(C)c1	6%	-1%	-6%	-2%	0%	-2%	2%	8%	-1%	-3	2%
CCn1ccnc1CNC(=O)c1ccc(OC2CCN(C(=O)COC)CC2)cc1	1%	-6%	0%	7%	20%	-5%	4%	-5%	-5%	21	-1%
CC(C)CC1NC(=O)c2ccc(Cl)cc2-n2c1nc1cc(F)ccc1c2=O (centres undefined)	x	x	1%	x	11%	0%	x	-22%	2%	4	x
N#Cc1c(SC(C(=O)O)c2ccccc2)nc2c(c1-c1cccs1)CCCC2 (centres undefined)	17%	-14%	u	-14%	17%	2%	3%	1%	11%	-19	-20%
C[C@@H]1NC(=O)N(CCCn2ccnc2)C1=O	0%	0%	u	3%	-2%	0%	-1%	9%	3%	-5	-3%
CC1CCN(C(=O)Cn2cc3c(n2)CCCC3)CC1	1%	0%	u	4%	u	-10%	-10%	8%	-5%	-3	3%
Cc1cc(C)cc(NC(=O)c2cccc(C(=O)Nc3cc(C)cc(C)c3)n2)c1	14%	0%	-2%	x	2%	-8%	1%	12%	0%	-13	0%
O=C(NCCC1=CCCCC1)C1CCCN(c2nc3ccccc3o2)C1 (centres undefined)	-3%	-2%	u	x	u	0%	-9%	5%	-2%	5	-26%[7.66 µM]
COc1cccc(C2CC(c3ccc(C)cc3)n3nc(N)nc3N2)c1 (centres undefined)	8%	1%	8%	5%	2%	-1%	2%	3%	1%	6	2%
c1ccc(Nc2nc(-c3cccs3)cs2)nc1	-2%	-10%	x	0%[46.1 µM]	u	-1%	22%	-14%	3%	-18	21%
Cc1ccc(Nc2nnc(SCC(=O)Nc3ccccc3[N+](=O)[O-])s2)cc1	0%	0%	-6%	-7%[46.1 µM]	-6%	-14%	0%	-8%	7%	-13	u
O=C(Nc1cc([N+](=O)[O-])ccc1Cl)c1cccnc1	-2%	-7%	2%	0%	-23%	5%	1%	-11%	3%	-3	28%
COc1ccc(-c2csc(NC(=O)[C@H](C)N3C(=O)C4CC=CCC4C3=O)n2)cc1OC (some centres undefined)	-7%	-1%	-4%	-2%	u	5%	x	5%	-6%	-41	11%
CCSc1oc(-c2ccco2)nc1S(=O)(=O)c1ccc(F)cc1	-2%	-4%	u	-1%	-8%	-13%	18%	-35%	20%	4	-23%
CCCc1[nH]nc2c1C(c1ccc(OC)c(Cn3nc(C)c(Br)c3C)c1)C(C#N)=C(N)O2 (centres undefined)	1%	1%	x	4%	x	x	-7%	x	x	x	0%
COc1ccc(S(=O)(=O)N2CCCCC2)cc1NC(=O)CN1CCN(C(C)=O)CC1	0%	0%	2%	0%	-1%	3%	-8%	1%	-1%	13	u
CCOC(=O)c1sc2nc3c(cc2c1N)COC(C)(C)C3	283%[activator]	-2%	u	-7%[46.1 µM]	u	-3%	5%	-2%	14%	-13	19%
O=C(COC(=O)c1cccc(S(=O)(=O)NCc2ccccc2)c1)NC1CC1	1%	1%	-1%	9%	-10%	0%	x	0%	1%	5	13%
CCN(CC)CC#CCC(OC)(c1ccccc1)c1ccccc1	2%	-2%	0%	2%	-13%	2%	4%	-2%	6%	-3	0%
O=C(CS(=O)(=O)c1cn(Cc2cccc(F)c2)c2ccccc12)N1CCCCC1	3%	-1%	-3%	9%[46.1 µM]	-26%	-1%	2%	-1%	-2%	7	10%
COCCN=c1scc(-c2cccs2)n1/N=C/c1ccc(O)c(O)c1O	-16%	-10%	16%	2%[46.1 µM]	-27%	0%	12%	-8%	-3%	-16	-32%
Cc1cc(C(=O)NCC(=O)OCC(=O)N(C(C)C)C(C)C)ccc1[N+](=O)[O-]	-2%	0%	2%	5%[46.1 µM]	10%	4%	2%	5%	12%	-5	-4%
CCN1C(=O)[C@H]2[C@@H](c3ccc(Cl)cc3)N3C(=O)CN(CC4CC4)C(=O)[C@@]3(Cc3ccccc3)[C@H]2C1=O	-1%	0%	1%	-9%	-4%	2%	-2%	u	-8%	16	-24%
Cn1cc(CN2CCCCC2C(=O)Nc2ccc(-n3cccn3)cc2)cn1 (centres undefined)	0%	-11%	6%	-4%	-3%	-17%	1%	4%	6%	15	-25%
